Source: PubChem
GAA spleen mod – inhibits or activates alpha-glucosidase in human spleen homogenate | AID 2112 | P10253 | human spleen homogenate, 4-MU-alpha-glucoside fluorescence | actives 0.006% (n = 240,000) | Potency, µM (doses to about 79.9 µM), without a hit: at the highest dose activity change, negative = inhibition, actives largely listed as inhibitors;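 further: 0% = enzyme with vehicle and -100% = no enzyme basal signal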
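Compounds were titrated against alpha-glucosidase in spleen homogenate at pH 5.0, with 1 mM 4-methylumbelliferyl substrate for 40 min at 37 C. Reactions were quenched with pH 10 NaOH/glycine and fluorescence measured.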
RECQ1 helicase – RECQ1 (human) helicase inhibition. RECQ1 DNA unwinding, red fluorescence kinetic read. Potency, µM (doses to about 57.3 µM), without a hit: top-dose activity, negative = inhibition, usual class: inhibitors. actives 0.54% (n = 240,000);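 further: plate controls were vehicle for no effect and no enzyme for full effect; nearly all actives have a fitted effect of over 30% in size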
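50 nM RECQ1T1 preincubated 15 min with compound in Tris pH 8.0 buffer with MgCl2, DTT, Tween-20 and 2.5 ug/ml poly(dI-dC); started with 200 nM TAMRA/BHQ-2 forked duplex and 2 mM ATP. Unwinding read as fluorescence (525/598 nm), two reads 2 h apart.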
TexasRed fluor – Texas Red fluorescence interference in TRb-SRC2 counter-screen; TRb/SRC2 Texas Red total fluorescence interference; Potency, µM (top dose mostly 106 µM), without a hit: at the highest dose fluorescence change, negative = quenching; actives 0.29% (n = 280,000); AID 1479; active means well fitted curve in either direction with a large enough effect; inconclusive means small, poorly fitted or top-dose-only effect
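Flags fluorescent or light-absorbing compounds by total fluorescence, S + 2P, at 555 nm excitation and 632 nm emission. Mixture: 20 nM Texas Red SRC2 peptide, 0.6 uM human TRb LBD, 1 uM T3, 5% DMSO; compound exposure 5 h at ambient temperature.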
GAA glycogen – alters human alpha-glucosidase cleavage of glycogen. AID 2100. Potency, µM (top dose mostly 76.4 µM), for the others: top-dose activity change, negative = inhibition, most hits filed as inhibitors. P10253. recombinant GAA, glycogen substrate, Amplex Red glucose oxidase fluorescence. actives 0.38% (n = 300,000);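 further: 0% = full enzyme reaction and -100% = no-enzyme basal signal; the screen sought inhibitors and activators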
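Recombinant enzyme (4 nM final) with compounds titrated up to 77 uM and bovine liver glycogen (30 ug) in citrate pH 5.0, 0.01% Tween-20, 37 C 40 min. Released glucose detected by Amplex Red/glucose oxidase (Ex 573/Em 610); AC50 from Hill fits.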
TRb SRC2 PPI – inhibitors of human thyroid hormone receptor beta-SRC2 interaction; Potency, µM (doses to about 106 µM), for the others: at the top dose activity change, negative = inhibition, most hits filed as inhibitors; TRbeta-SRC2 peptide binding, fluorescence polarization; receptor liganded with 1 µM T3; actives 0.065% (n = 280,000); AID 1469;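 further: plate controls were bound peptide for no effect and peptide without receptor for full effect; nearly all actives have a fitted effect of over 50% in size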
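Human TRb LBD (0.6 uM) plus Texas Red-labeled SRC2 peptide (20 nM), 1uM T3, 5% DMSO, 5 hr at ambient temperature. Decreased polarization (555/632 nm) flags inhibition; data normalized to free and bound peptide controls.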
L3MBTL1 inh – L3MBTL1 (human) inhibition | Q9Y468 | AlphaScreen L3MBTL1–H3K9me1 peptide binding | Potency, µM (top dose mostly 57.1 µM), inactives show at the top dose activity, negative = inhibition, actives largely listed as inhibitors | actives 0.66% (n = 230,000) | AID 485360; further: nearly all actives have a fitted effect of over 60% in size
Target sequence (Q9Y468 whole entry, looked up): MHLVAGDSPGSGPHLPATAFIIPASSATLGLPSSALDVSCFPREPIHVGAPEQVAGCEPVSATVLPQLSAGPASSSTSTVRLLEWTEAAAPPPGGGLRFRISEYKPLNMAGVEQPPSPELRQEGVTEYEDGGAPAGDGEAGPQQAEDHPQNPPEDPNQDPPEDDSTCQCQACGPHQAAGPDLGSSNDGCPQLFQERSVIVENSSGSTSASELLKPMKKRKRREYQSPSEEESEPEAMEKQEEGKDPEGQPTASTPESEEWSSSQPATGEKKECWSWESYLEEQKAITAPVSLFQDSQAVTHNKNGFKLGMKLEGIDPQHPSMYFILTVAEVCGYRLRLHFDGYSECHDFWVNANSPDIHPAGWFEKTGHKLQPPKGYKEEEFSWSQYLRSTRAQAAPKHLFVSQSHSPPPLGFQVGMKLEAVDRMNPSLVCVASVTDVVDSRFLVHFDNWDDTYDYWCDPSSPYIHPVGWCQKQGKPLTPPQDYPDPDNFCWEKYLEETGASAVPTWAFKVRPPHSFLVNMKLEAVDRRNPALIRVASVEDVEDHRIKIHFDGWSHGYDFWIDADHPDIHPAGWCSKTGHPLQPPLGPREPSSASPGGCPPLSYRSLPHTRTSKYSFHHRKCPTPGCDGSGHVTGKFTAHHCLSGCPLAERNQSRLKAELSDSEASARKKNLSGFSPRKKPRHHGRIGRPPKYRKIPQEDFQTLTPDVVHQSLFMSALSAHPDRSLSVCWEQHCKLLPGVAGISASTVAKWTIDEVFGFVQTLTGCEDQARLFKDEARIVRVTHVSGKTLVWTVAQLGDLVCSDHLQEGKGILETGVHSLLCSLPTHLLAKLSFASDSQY
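AlphaScreen proximity signal between nickel-chelate acceptor and streptavidin donor beads (final 10 ug/mL) reports binding of 50 nM L3MBTL1 to 75 nM biotin-H3 K9me1 peptide; complex incubated with compounds 30 min at room temperature; cefsulodin titration as control.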
GAA inh – inhibitors of human lysosomal alpha-glucosidase | purified human GAA, 4-MU-alpha-glucoside fluorescence | P10253 | AID 1466 | actives 0.005% (n = 200,000) | Potency, µM (top dose mostly 76.9 µM), without a hit: at the top dose activity change, negative = inhibition, usual class: inhibitors;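 further: plate controls were uninhibited enzyme wells for no effect and no-enzyme background for full effect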
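Human alpha-glucosidase, 4 nM, pre-mixed with test compounds before 400 uM 4-methylumbelliferyl substrate; 20 min room temperature at pH 5.0. Fluorescence read after pH 10 stop; AC50 values from Hill-equation fits.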
GoLoco inh red – blocks human Gai1 binding to RGS12 GoLoco peptide, red readout; P63096; Gai1:RGS12 GoLoco peptide FP, rhodamine, 10 min; Potency, µM (doses to about 61.6 µM), without a hit: at the top dose activity, negative = inhibition, usual class: inhibitors; actives 0.44% (n = 230,000); active means well fitted inhibition curve with a large enough effect, not every such curve was filed as active; inactive means no such curve, though single readings can be large or run the other way; further: nearly all actives have a fitted effect of over 30% in size; many of its hits are not listed in these tables
Starred values were filed as active, the others as inactive; i = inactive; ? = inconclusive; . = not tested or not shown; & = joins results of further samples; [ ] = dose if it differs, or a comment. Unless noted, the call rests on the fitted dose curve; in most records, active means well fitted curve in the direction sought with a large enough effect; inconclusive means small, poorly fitted or top-dose-only effect, or another doubt; inactive means no such curve, though single readings can be large; an effect the other way counts as inactive or inconclusive. Unless noted, on the % scale 0 is the no-effect control and ±100 the full control effect; potency means the concentration at half of the fitted maximal effect.

The line under a structure holds: GoLoco inh red	TRb SRC2 PPI	L3MBTL1 inh	TexasRed fluor	GAA spleen mod	RECQ1 helicase	GAA glycogen	GAA inh
COc1ccc(C(=O)NCc2nnc(SCC(=O)Nc3cccc(C(F)(F)F)c3)o2)cc1OC
    2%	2%	.	0%	-8%	-5%	-3%	2%
O=c1oc(-c2ccccc2NS(=O)(=O)c2ccc3ccccc3c2)nc2ccccc12
    10%	13%	0%	7%	-3%	-4%	16%	-6%
CC1=NN(c2ccc(C)c(C)c2)C(=O)/C1=C/c1ccc2c(c1)n(C)c(=O)n2C
    7%	-28%	-9%	-1%	-7%	-4%	7%	3%
Cc1onc(-c2ccccc2Cl)c1C(=O)OCC(=O)N1CCCc2ccccc21
    11%	-1%	-2%	1%	5%	-11%	-3%	-2%
COCCNC(=O)CN(C(=O)Cn1nnc2ccccc21)c1cccc(C)c1C
    11%	-10%	0%	0%	3%	-9%	7%	?
CN(C)S(=O)(=O)c1ccc(Oc2ccccc2)cc1
    -1%	-3%	15%	0%	-4%	i	0%	-1%
COC(=O)CC1COc2ccccc2N1C(=O)c1ccc(Cl)cc1 (stereo unspecified)
    -5%	8%	-3%	-2%	-1%	-3%	3%	3%
C=CCNc1nc(Nc2ccc(OC)cc2)nc(OC)n1
    -19%	-5%	.	-2%	-6%	0%	3%	3%
CCOC(=O)Cc1cc(=O)n2[nH]c(-c3ccccc3)cc2n1
    4%	-12%	15%	-2%	4%	-5%	-3%	2%
Cc1ccc(F)cc1NC(=O)Cc1nn(C)c(=O)c2ccccc12
    16%	-19%	-7%	1%	0%	-5%	7%	0%
O=C(COC(=O)c1ccc2c(c1)OCCO2)Nc1cc(Cl)ccc1Cl
    5%	9%	.	-2%	-2%	-6%	0%	0%
COc1ccccc1NC(=S)NNC(=O)c1ccccc1Br
    -8%	-4%	-1%	2%	-11%	-2%	?	-6%
COc1cc(C(=O)NCc2ccc(C(=O)NCC(OC)OC)cc2)cc(OC)c1OC
    -50%	0%	.	0%	-1%	6%	4%	-17%
Cc1ccc(NC(=O)C(c2ccccc2)C2CCCC2)cc1 (stereo unspecified)
    5%	4%	4%	0%	-2%	-4%	-5%	0%
CCc1c(C)nc(SCC(=O)Nc2nc(-c3ccc(OC)cc3)cs2)[nH]c1=O
    7%	-2%	-7%	-1%	-7%	i	1%	0%
O=C(CCCOc1ccccc1)N1CCN(S(=O)(=O)c2cccs2)CC1
    11%	0%	.	0%	-9%	-11%	-5%	-4%
Cc1cccc(/C=N\Nc2nnc(-c3ccccc3)c(=O)[nH]2)c1
    0%	-1%	-8%	-2%	0%	-2%	8%	1%
Cc1cc(O)c2c(c1O)C(=O)C(O)=C(O)C2=O
    -71%	-1%	.	-3%	-3%	10µM*	.	.
COc1ccc(NC(=O)CC2Oc3ccccc3NC2=O)cc1 (stereo unspecified)
    10%	-3%	-6%	1%	2%	6%	4%	-4%
Cc1nc2ccc(S(=O)(=O)NC(C(=O)N3CCCC3)C(C)C)cc2s1 (stereo unspecified)
    0%	-5%	25%	-2%	0%	i	3%	3%
O=C(N/N=C/c1ccc[nH]1)c1ccccc1[N+](=O)[O-]
    9%	-2%	0%	0%	1%	-5%	15%	-18%
Cc1ccc2nc(NC(=O)c3ccc(Cn4cc(Cl)cn4)o3)sc2c1
    6%	-6%	-10%	-3%	-1%	i	-1%	3%
CSc1nnc(-c2ccccc2N=Cc2c(C)[nH]n(-c3ccccc3)c2=O)c(=O)[nH]1
    11%	8%	10%	-1%	-9%	-11%	-7%	3%
CCOc1cccc(-c2nnc3sc(COc4ccc(Cl)cc4)nn23)c1
    .	-4%	0%	-1%	-1%	-4%	16%	1%
Nc1nc2[nH]c(=O)cnc2c(=O)[nH]1
    7%	2%	.	0%	4%	-12%	.	.
COc1ccccc1CCc1nnc(CCC(=O)NC(C)Cc2ccsc2)o1 (stereo unspecified)
    0%	-2%	10%	-4%	0%	i	-7%	-2%
N#Cc1cn(-c2ccccc2)nc1C(=O)c1ccccc1
    11%	2%	.	-5%	-5%	-27%	6%	-10%
COc1ccc(NC(=O)c2ccco2)c(OC)c1
    14%	-7%	7%	-3%	5%	1%	-4%	-7%
CCOC(=O)c1ccc(-n2c(CN(CC)CC)nc3ccc([N+](=O)[O-])cc3c2=O)cc1
    20%	-12%	.	0%	4%	-12%	-6%	?
C=CCNC(=S)Nc1ccc(Cl)cc1
    15%	1%	.	-2%	1%	i	-3%	-9%
Cc1cccc(CN2CCc3c(OCC(=O)NCc4ccco4)cccc3C2=O)c1
    9%	-6%	-8%	-3%	-3%	2%	7%	5%
COc1cccc(CNCCNC(=O)c2nonc2N)c1
    -2%	-1%&-14%	7%	?	2%	i	-4%[76.3 µM]	3%
CCN(CC)c1nc(-c2ccccc2)nc2c1sc(=S)n2CC
    14%	5%	.	0%	-1%	2%	9%	1%
c1cncc(N=c2scc(-c3cccc4ccccc34)n2CCCn2ccnc2)c1
    27%	-4%	?	-2%	-9%	i	6%	-4%
N#Cc1c(NC(=O)C2CCCO2)sc2c1CCCCCC2 (stereo unspecified)
    18%	1%	6%	0%	-3%	0%	-2%	-7%
COc1ccc(C2c3cc(OC)c(OC)cc3CCN2S(C)(=O)=O)cc1OC (stereo unspecified)
    0%	11%	-4%	0%	-3%	i	15%	10%
N#CCCN(Cc1cccnc1)C(=O)Nc1ccccc1
    -1%	3%	.	-1%	5%	-15%	8%	0%
CCOc1ccccc1NC(=S)N1C2CCC1CC(NC(=O)NC13CC4CC(CC(C4)C1)C3)C2 (stereo unspecified)
    8%	-1%	3%	-5%	-4%	-18%	-8%	-27%
Cc1cccc(NC(=O)Nc2cccc(C)n2)n1
    2%	-18%	4%	2%	-15%	i	4%	-4%
O=C(NC(=S)N1CCN(c2ccc(Cl)cc2[N+](=O)[O-])CC1)c1cccs1
    -7%	5%	?	2%	-9%	1%	9%	4%
CC1(C)Cc2nc3oc4c(=S)nc[nH]c4c3cc2CO1
    -38%	2%	-1%	-3%	6%	-3%	-21%	1%
CCOC(=O)c1c2c([nH]c(=S)c1C#N)CCCC2
    7%	1%	-10%	3%	3%	-13%	-10%	.
COc1ccccc1-n1cc([C@@H]2C[C@H]3CN(c4ccccc4)C(=O)[C@]34CCCN24)cn1
    0%	-2%	12%	1%	2%	i	2%	9%
COc1ccc(C(=O)C2CCCN(C(=O)C3CCOCC3)C2)c(C)c1 (stereo unspecified)
    -11%	-6%	-7%	-2%	4%	-5%	-2%	-4%
O=C1c2cccc(OCc3ccc(F)cc3)c2CCN1Cc1ccc(F)cc1
    11%	-3%	31%[activator]	0%	-10%	-11%	-3%	-1%
CCc1ccc2[nH]c(=O)c(C(c3nnnn3Cc3ccco3)N3CCC(C)CC3)cc2c1 (stereo unspecified)
    18%	-1%	.	-6%	5%	i	-4%	-10%
Cn1c(-c2ccccc2)c(CCO)c2ccccc21
    4%	-14%	-1%	0%	-1%	-1%	-4%	2%
C/C=C/c1ccccc1OCc1ccc(C(=O)OC)o1
    146%[activator]	-4%	21%	1%	-1%	i	-6%	-4%
c1coc(-c2nc3nc4ccccc4n3nc2-c2ccco2)c1
    19%	-8%	.	-2%	6%	16%	-4%	-11%
C=CCNC(=O)c1ccccc1NC(=O)COc1ccccc1
    18%	-1%	-30%	-1%	9%	10%	4%	?
N#Cc1ccccc1CN1C(=O)S/C(=C/c2cccn2-c2ccc(C(=O)O)cc2)C1=O
    10%	-9%	.	-3%	2%	-28%	2%	-1%
COc1ccc(-c2cc(=O)oc3cc(OCC(C)=O)ccc23)cc1
    3%	2%	-3%	-1%	-2%	-4%	10%	4%
CN(C)CCN(C(=O)c1ccc(S(=O)(=O)N(C)C)cc1)c1nc2cc3c(cc2s1)OCCO3
    -3%	-4%	.	-1%	-18%	1%	5%	-4%
COC(=O)C1=C(N)N(c2ccccc2F)C2=C(C(=O)CC(C)(C)C2)C1c1ccc(OC)c(OC)c1 (stereo unspecified)
    1%	-3%	-6%	-1%	-1%	-2%	-2%	-1%
CCOc1cccc(NC(=O)C2CC(=O)NC(=Nc3ccccc3)S2)c1 (stereo unspecified)
    -5%	1%	-23%[11.4 µM]	1%	-3%	i	-9%	-14%
CC(=O)Nc1ccc(C(=O)NC2CCCC2)cc1
    11%	2%	-16%[11.4 µM]	0%	-2%	i	-25%	-5%
CCN(CC)C(=O)Cc1c(OC)ccc2cc(Br)ccc12
    -9%	8%	2%	0%	-3%	29%	4%	10%
CCn1nnc(-c2ccccc2NS(=O)(=O)c2ccc(S(=O)(=O)N(C)C3CCCCC3)cc2)n1
    5%	-11%	.	-1%	-1%	-8%	-5%	-5%
Cc1ccccc1CS(=O)(=O)Cc1ccc(C(=O)NCCCN2CC(C)CC(C)C2)o1 (stereo unspecified)
    -4%	-5%	.	-2%	-5%	-4%	1%	3%
CN1CCN(CC(=O)O)CC1
    8%	-1%	.	-3%	-3%	-8%	-5%	3%

Reprinted at random: three entries already listed
The line under a structure holds: GoLoco inh red	TRb SRC2 PPI	L3MBTL1 inh	TexasRed fluor	GAA spleen mod	RECQ1 helicase	GAA glycogen	GAA inh
COc1ccc(NC(=O)CC2Oc3ccccc3NC2=O)cc1 (stereo unspecified)
    10%	-3%	-6%	1%	2%	6%	4%	-4%
COc1ccc(C(=O)NCc2nnc(SCC(=O)Nc3cccc(C(F)(F)F)c3)o2)cc1OC
    2%	2%	.	0%	-8%	-5%	-3%	2%
Cc1ccc2nc(NC(=O)c3ccc(Cn4cc(Cl)cn4)o3)sc2c1
    6%	-6%	-10%	-3%	-1%	i	-1%	3%

An excerpt; rates above refer to the full screens.
